# hgDAF-12 ag: H. glycines DAF-12 receptor agonists, primary screen, cell-based, luminescence, HEK293, GAL4 fusion, UAS-luciferase; HEK293 GAL4-hgDAF12 UAS-luciferase reporter, agonist luminescence; normalized to butyrate control; 1.8% of 370,000 active; Nuclear hormone receptor DAF-12 (Heterodera glycines), GAL4 fusion; activation, % at 6.8 µM;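 active means activation above a cutoff set at the mean of all screened compounds plus 3 SD, cut at about 10% in these data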;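 further: 0% = DMSO wells and 100% = sodium butyrate wells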
# PLCb3 inh: human PLC-beta3 inhibitors, primary screen, biochemical, fluorescence; Purified PLC-beta3, fluorogenic substrate; inhibition, % at 12.2 µM; 0.18% of 370,000 active; AID 720704, 2013; in the data active means inhibition above about 11%;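 further: 0% = median of compound wells on plate and 100% = full blocker control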
# ADAM10 inh: human ADAM10 inhibitors, primary screen, biochemical, QFRET, HTS; Disintegrin and metalloproteinase domain-containing protein 10 (Homo sapiens), O14672; recombinant ADAM10, EDANS/DABCYL FRET peptide cleavage, 3 h; inhibition, % at 7 µM; 0.62% of 370,000 active; AID 720582, 2013;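 active means inhibition above a per-campaign cutoff equal to the mean of compounds falling between control-based bounds plus 3 SD, cut at about 20% in these data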;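 further: 0% = DMSO wells while the 100% control is not disclosed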
# DAX1 inh-1: DAX1 (NR0B1) inhibitors on StAR promoter, primary screen, cell-based, luminescence, SF-1 (NR5A1), full-length DAX-1. HEK293T StAR-luciferase reporter, SF-1/DAX-1 repression relief. inhibition, % at 6.8 µM. 1.1% of 370,000 active. AID 652010, 2013;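 active means inhibition above the mean over all tested compounds plus 3 SD, cut at about 3.6% in these data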;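 further: 0% = DAX-1 cells with DMSO and 100% = cells lacking DAX-1 with DMSO; higher inhibition means more luminescence from relief of DAX-1 repression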
# ssDAF-12 act: S. stercoralis DAF-12 nuclear receptor activators, primary screen, cell-based, luminescence, HEK293, GRIP1 co-expression, lit1-tk-luc; HEK293 ssDAF-12/GRIP1 lit1-tk-luc reporter; % of 3 µM dafachronic acid response; activation, % at 6.8 µM; 1% of 370,000 active;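 active means activation above the mean over all tested compounds plus 3 SD, cut at about 0.9% in these data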;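 further: 0% = DMSO-only wells and 100% = 3 µM delta7-dafachronic acid wells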
# FXN GAA850 act: FXN promoter activators, primary screen, cell-based, luciferase luminescence, HEK293 lucGAA850 | HEK293 lucGAA850 FXN promoter luciferase reporter, 24 h; percent of 10 µM SAHA response | 0.56% of 360,000 active | activation, % at 6 µM;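 active means activation above the average of all compounds screened plus 3 SD, cutoff fixed separately per campaign, cut at about 7.5% in these data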;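 further: 0% = DMSO wells and 100% = 10 µM SAHA wells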
# PLCg1 inh: PLC-gamma1 enzyme inhibitors, primary screen, biochemical, fluorescence, purified enzyme; fluorogenic substrate; inhibition, % at 12.2 µM; 0.84% of 370,000 active; AID 720700, 2013; in the data active means inhibition above about 9.5%
# Target sequence (P19174 whole entry, looked up): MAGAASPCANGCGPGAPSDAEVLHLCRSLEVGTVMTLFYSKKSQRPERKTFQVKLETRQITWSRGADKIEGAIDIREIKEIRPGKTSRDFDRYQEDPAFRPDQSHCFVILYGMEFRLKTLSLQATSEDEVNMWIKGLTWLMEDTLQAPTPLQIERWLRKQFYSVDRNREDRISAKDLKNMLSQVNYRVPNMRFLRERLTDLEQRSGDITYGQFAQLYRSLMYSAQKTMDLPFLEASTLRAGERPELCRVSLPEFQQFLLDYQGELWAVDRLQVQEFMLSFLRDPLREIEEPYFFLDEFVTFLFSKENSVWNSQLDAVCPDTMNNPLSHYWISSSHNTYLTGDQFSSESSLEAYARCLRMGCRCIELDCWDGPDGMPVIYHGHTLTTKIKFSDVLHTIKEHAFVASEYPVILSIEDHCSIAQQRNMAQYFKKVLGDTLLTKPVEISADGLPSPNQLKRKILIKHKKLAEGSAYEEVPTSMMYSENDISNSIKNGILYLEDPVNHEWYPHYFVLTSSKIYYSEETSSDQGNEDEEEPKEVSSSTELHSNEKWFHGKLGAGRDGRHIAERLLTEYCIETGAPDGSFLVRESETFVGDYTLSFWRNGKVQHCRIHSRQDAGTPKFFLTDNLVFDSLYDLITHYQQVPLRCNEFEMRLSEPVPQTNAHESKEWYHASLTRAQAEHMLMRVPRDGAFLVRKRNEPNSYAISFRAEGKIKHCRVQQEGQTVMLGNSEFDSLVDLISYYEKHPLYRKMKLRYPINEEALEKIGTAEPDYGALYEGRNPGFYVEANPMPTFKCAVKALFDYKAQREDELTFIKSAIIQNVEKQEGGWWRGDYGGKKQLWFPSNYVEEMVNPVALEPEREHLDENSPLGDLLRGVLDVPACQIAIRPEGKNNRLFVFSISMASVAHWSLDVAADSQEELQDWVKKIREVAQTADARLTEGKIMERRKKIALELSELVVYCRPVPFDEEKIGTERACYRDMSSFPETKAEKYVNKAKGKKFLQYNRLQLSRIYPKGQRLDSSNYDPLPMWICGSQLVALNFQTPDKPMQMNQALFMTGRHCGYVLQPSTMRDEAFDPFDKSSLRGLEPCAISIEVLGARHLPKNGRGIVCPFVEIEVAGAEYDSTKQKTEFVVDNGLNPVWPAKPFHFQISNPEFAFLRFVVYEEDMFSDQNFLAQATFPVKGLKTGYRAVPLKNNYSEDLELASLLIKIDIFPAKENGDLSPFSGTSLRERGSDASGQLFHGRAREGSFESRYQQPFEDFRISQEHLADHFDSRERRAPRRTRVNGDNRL
# HGIII-sPLA2 inh: human group III sPLA2 inhibitors, primary screen, biochemical, QFRET, BODIPY PC-A2 liposome substrate; Group 3 secretory phospholipase A2 (Homo sapiens), Q9NZ20; QFRET BODIPY PC-A2 liposome hydrolysis, fluorescence; inhibition, % at 12.2 µM; 0.56% of 370,000 active; AID 743126, 2013;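 active means inhibition above mean plus 3 SD of compounds lying within the high and low control bounds, cut at about 19% in these data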;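 further: 0% = median of test compound wells and 100% = no enzyme DMSO wells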
# ADAM17 inh: ADAM17 inhibitors, primary screen, biochemical, QFRET | recombinant ADAM17, EDANS/DABCYL FRET peptide cleavage | inhibition, % at 6.95 µM | 0.83% of 370,000 active;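 active means inhibition above the mean of compounds lying between control limits plus 3 SD, set per campaign, cut at about 8.5% in these data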;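 further: 0% = DMSO-only wells as the low control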
# DAX1 inh-2: DAX1 (NR0B1) inhibitors, primary screen, cell-based, HEK293, Gal4-DAX1, luciferase luminescence; HEK293 Gal4-DAX1 luciferase reporter; inhibition, % at 6.75 µM; 0.99% of 340,000 active; AID 504766, 2011;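 active means inhibition above the mean over all tested compounds plus 3 SD, cut at about 4.2% in these data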;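 further: 0% = DAX1-transfected cells with DMSO and 100% = empty-vector control cells with DMSO; inhibition shows as a rise in luminescence from relieved DAX1 repression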
# hcDAF12 agonist: H. contortus DAF-12 nuclear receptor activators, primary screen, cell-based, luminescence, HEK293, lit1-tk-luc reporter | 1.4% of 370,000 active | HEK293 hcDAF-12 lit1-tk-luc reporter; 0% DMSO, 100% Δ7-dafachronic acid | activation, % at 6.8 µM;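 active means activation above the mean of all tested compounds plus 3 SD, cut at about 5.5% in these data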;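 further: 100% = response to 3 µM Δ7-dafachronic acid high control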
# The depositor's hits bear a star; i = inactive; . = not tested or not shown.
Molecule,DAX1 inh-1,hgDAF-12 ag,FXN GAA850 act,ADAM17 inh,ssDAF-12 act,hcDAF12 agonist,PLCb3 inh,PLCg1 inh,HGIII-sPLA2 inh,DAX1 inh-2,ADAM10 inh
CCn1c2ccccc2c2cc([N+](=O)[O-])ccc21,-1.1,0.8,3.0,2,-0.8,0.9,-10,-6,-1,0.7,8
O=C(O)C1CCCN1C(=O)Oc1ccccc1 (centres undefined),-0.5,-1.5,-0.5,-1,-1.6,0.2,1,0,5,0.5,-3
O=C(CN1C(=O)NC2(CCCCC2)C1=O)N1CCN(S(=O)(=O)c2ccc(F)cc2)CC1,0.6,-0.6,-2.1,1,-0.6,-1.2,-5,2,-3,1.1,6
CCOc1ccc(-c2nonc2NC(=O)c2ccco2)cc1,-0.8,0.0,3.5,1,-1.7,-2.0,-6,-2,-6,0.2,2
Nc1ccc2nc(-c3cccs3)[nH]c2c1,0.3,5.7,4.7,i,-0.6,1.2,i,i,13,2.7,i
CC(C)(C)C(=O)Nc1c2c(nc3c1CCC3)CCCC2,0.0,0.3,2.4,-6,-0.7,-0.8,-5,0,3,-0.3,6
O=C(Cn1cnc(S(=O)(=O)N2CCCC2)c1)Nc1ccccc1,-0.5,-1.5,1.4,3,-0.9,1.6,-12,1,7,-0.5,-8
O=C1c2ccccc2C(=O)N1CCCCSc1nnc2c(Cl)cc(Cl)cn12,-0.8,-1.8,2.7,0,-1.4,-0.4,-20,-16,-10,-0.2,7
COc1ccccc1C(=O)Nc1ccc(Oc2ncnc3sc(-c4ccccc4)cc23)cc1,-0.1,-2.0,0.9,1,-1.4,0.9,-8,0,1,-1.7,1
CCOCc1c(C(=O)OCC(=O)Nc2ccc(C)c(S(=O)(=O)N(C)C)c2)oc2ccccc12,0.3,-0.8,-0.2,5,0.2,-2.3,-1,-2,-38,0.8,8
Cc1ccc(NC2CC(=O)N(c3ccc(C)cc3)C2=O)cc1 (centres undefined),0.1,-1.8,4.2,-2,-0.5,2.3,0,2,-8,-0.5,2
CCOCCCNS(=O)(=O)c1ccc2c(c1)OCCO2,-1.1,-1.2,0.2,-2,-0.9,-2.1,1,0,1,0.3,4
Cc1cccn2c(=O)nc(SCC(=O)N3CCCCC3)nc12,2.5,-1.2,0.7,-4,-0.4,-0.3,-2,-2,7,3.2,-17
CCN1C(=O)/C(=C\c2ccncc2)SC1=S,0.1,0.3,0.3,-9,-1.4,1.5,-9,-1,-5,0.0,-9
COC(=O)C1=C(C)Nc2ncnn2C1c1ccc(OC(=O)c2ccccc2)cc1 (centres undefined),0.3,-0.3,0.9,0,-1.2,-1.5,-25,1,4,0.0,-10
Nc1nc2cc(S(=O)(=O)N3CCOCC3)ccc2o1,0.1,-2.3,0.9,-6,-0.6,-2.4,-2,2,16,-0.8,-10
O=C(NC1CCCCC1)C(c1ccc(C(F)(F)F)cc1)n1c(=O)c(-c2ccccc2)nc2ccccc21 (centres undefined),1.6,1.8,.,-5,-0.9,-1.1,-3,-5,5,.,-17
C/C(CC(=O)Nc1ccc2c(c1)OCCO2)=N\NC(=O)COc1ccc(Cl)c(C)c1,0.1,1.1,-0.5,-4,-1.1,-1.8,-6,2,-7,1.9,4
O=C(C1CCCO1)N1CCN(C(=S)Nc2ccccc2Cl)CC1 (centres undefined),0.5,0.1,3.6,-2,-1.6,1.1,1,-2,5,-1.2,0
O=C(Nc1ccc2nn(-c3ccccc3)nc2c1)c1ccco1,2.0,7.1,2.3,-35,-0.5,2.3,-60,-41,-8,-0.4,-91
NC(=S)N/N=C1/CCSc2ccc3ccccc3c21,-1.8,-0.1,0.1,0,-1.7,-2.2,0,-4,10,-1.3,5
N#CCC(=O)Nc1ccc(C(=O)OCC(=O)Nc2ccc3ccccc3c2)cc1,-0.6,4.4,0.3,-1,-0.2,0.0,-22,-9,-45,-0.9,-11
C=CCc1ccccc1OCC(=O)N/N=C/c1ccc(OC(C)=O)cc1OC(C)=O,-1.3,-1.2,-2.1,-38,-1.7,-1.7,-68,-55,-26,-0.8,-129
O=C(O)CCC(=O)c1ccc2c(c1)CCCC2,-0.1,3.3,-0.4,-2,-0.8,1.6,-6,-2,4,-0.6,5
Cc1nc2ncnn2c(C)c1CCC(=O)N1CCOCC1,-0.6,-2.2,-0.3,0,-0.9,0.7,6,5,3,0.4,4
C=CCC(NCCCO)c1cccc(OC)c1OC (centres undefined),-0.2,-2.3,-2.1,-3,-1.1,1.4,-5,0,-2,-0.3,2
C/C(Cl)=C/Cc1c(C)[nH]c2c(ccc3ccccc32)c1=O,-1.0,-5.3,-0.1,-8,-1.0,-0.4,-3,-3,1,-1.5,-23
COc1ccc(CNS(=O)(=O)c2ccc(F)c(C(=O)Nc3ccccc3OC)c2)cc1,-0.2,-3.6,3.1,-2,-1.8,-1.6,0,-2,8,0.2,-2
O=S(=O)(c1ccccc1)N1CCC(=NO)CC1,0.8,1.4,0.1,-3,-0.5,0.4,3,-3,2,-0.3,-6
NC(=O)C1(Nc2ccc(-c3ccccc3)cc2)CCCC1,0.2,0.3,0.8,-6,-1.6,-1.2,1,2,1,0.6,-6
CCc1ccccc1NC(=O)C1CCCN(c2nccc(C)n2)C1 (centres undefined),-0.4,-3.4,-0.4,-2,-1.1,-0.4,-12,-1,9,-0.7,-7
CC(C)C(=O)O/N=C(\N)c1ccccn1,0.3,2.1,2.9,-4,-1.4,0.4,1,-1,16,0.8,-4
CCn1ncc(Cl)c1C(=O)Nc1cc([N+](=O)[O-])ccc1OC,-0.7,0.2,1.3,-2,-0.4,-2.5,4,4,6,0.5,-4
O=C(COC(=O)c1cccc(S(=O)(=O)N2CCOCC2)c1)Nc1ccc(Cl)cn1,1.4,-0.5,0.5,-1,-0.7,0.6,4,2,-8,0.0,-7
Cc1cc(C)n(CC(O)Cn2c3ccc(Cl)cc3c3cc(Cl)ccc32)c(=O)n1 (centres undefined),-0.9,-1.9,1.0,5,-1.2,-0.8,0,2,-22,-0.3,13
CC1(c2nnc(-c3cccc(Cl)c3)o2)CC(c2ccc(F)cc2)=NO1 (centres undefined),0.0,3.7,2.0,11*,-1.1,-0.1,4,8,-4,1.3,10
O=c1c(-c2ccccc2)c(O)c2cccc3c2n1CCC3,0.4,1.3,-0.5,-3,-0.5,1.9,-37,-25,6,0.2,-1
O=C(OCc1nnc(-c2ccccc2)o1)C12CC3CC(CC(Br)(C3)C1)C2,0.8,2.2,1.7,0,-0.8,0.0,-1,0,-10,4.8*,-2
Cc1noc(C)c1C(=O)OCC(=O)NC(=O)c1ccc(C(C)(C)C)cc1,0.5,3.9,-0.9,-2,-1.3,0.5,3,6,-2,-0.4,4
O=C(NCCN1CCCCC1)c1ccc(Oc2cc(Cl)cc(Cl)c2)o1,0.7,-1.6,1.6,4,-1.5,-2.5,-1,4,-5,.,2

# Arranged by molar mass (descending): 3 of the compounds above
Molecule,DAX1 inh-1,hgDAF-12 ag,FXN GAA850 act,ADAM17 inh,ssDAF-12 act,hcDAF12 agonist,PLCb3 inh,PLCg1 inh,HGIII-sPLA2 inh,DAX1 inh-2,ADAM10 inh
COc1ccc(CNS(=O)(=O)c2ccc(F)c(C(=O)Nc3ccccc3OC)c2)cc1,-0.2,-3.6,3.1,-2,-1.8,-1.6,0,-2,8,0.2,-2
O=C(COC(=O)c1cccc(S(=O)(=O)N2CCOCC2)c1)Nc1ccc(Cl)cn1,1.4,-0.5,0.5,-1,-0.7,0.6,4,2,-8,0.0,-7
C=CCc1ccccc1OCC(=O)N/N=C/c1ccc(OC(C)=O)cc1OC(C)=O,-1.3,-1.2,-2.1,-38,-1.7,-1.7,-68,-55,-26,-0.8,-129

# Next compounds
Molecule,DAX1 inh-1,hgDAF-12 ag,FXN GAA850 act,ADAM17 inh,ssDAF-12 act,hcDAF12 agonist,PLCb3 inh,PLCg1 inh,HGIII-sPLA2 inh,DAX1 inh-2,ADAM10 inh
CN(C)Cc1c(O)ccc2occ(C(O)c3ccccc3)c12 (centres undefined),-0.3,-1.7,0.1,-3,-0.8,0.8,2,2,-3,0.1,-2
Brc1cccc(-c2nc3c4ccccc4ccn3c2CC2CCCCC2)c1,2.6,1.8,.,4,0.0,5.1,-10,0,5,.,-3
Cc1cc(C(=O)NC2CCCN(Cc3ccccc3F)C2)no1 (centres undefined),-0.5,2.0,1.2,-6,-1.4,-1.9,-10,1,0,-0.2,-10
NC(c1ccccc1)c1csc(NC(=O)NCCc2ccccc2)n1 (centres undefined),-0.4,1.7,-0.3,-1,-1.0,0.3,-1,1,25*,.,-14
O/N=C1\CCCC\C1=C/c1ccccc1,0.8,2.6,1.6,3,-2.1,-0.7,0,-1,5,-1.2,-3
CCOc1ccc(OCc2cccc(C(=O)O)c2)cc1,6.6*,11*,-1.6,-1,1.0*,8.8*,4,1,0,-5.9,-2
CC1(C)CC(=O)C2=C(C1)NC1=C(C(=O)c3ccccc31)C2c1ccccc1 (centres undefined),-1.2,-5.6,-1.8,1,-1.9,-1.6,3,-1,4,-0.5,10
O=C(N[C@@H](c1ccccc1)[C@@H]1C[C@H]1C(=O)O)OCc1ccccc1,0.6,0.1,0.4,1,-1.5,-1.4,0,-2,8,0.6,3
CCCCOCCCNC(=O)C[C@H]1C[C@@]2(C(=O)OC)C(=C[C@H](C(C)(C)C)O[C@@H]2C)N(CCC2=CCCCC2)C1=O,-0.1,-1.4,.,-2,-0.8,-1.7,1,0,11,.,-14
COP1(=O)C[C@@H](O)[C@@H](O)[C@@H](COCc2ccccc2)O1 (some centres undefined),-0.4,-0.1,0.2,-3,-0.8,-0.5,2,0,3,0.0,-4
COc1ccc(CC(=O)N/N=C(\C)c2cccnc2)cc1OC,0.5,-1.8,1.8,4,-0.7,-0.3,2,6,8,0.1,11
CN(CC(=O)NCc1ccccn1)S(=O)(=O)c1ccc(F)cc1,0.7,1.2,-1.4,4,-0.7,3.0,1,2,0,1.2,-4
Fc1cc(F)c(F)c(SCn2cc(Br)cn2)c1F,1.2,0.4,1.1,-1,-0.8,-0.9,-10,-1,13,0.8,-15
CN(C)c1ccc(NS(=O)(=O)c2ccc(-c3csnn3)cc2)cc1,-0.5,-3.8,1.2,1,-1.8,-2.9,-2,3,5,.,25*
COc1ccc(OCCN(C)Cc2c(O)ccc3ccccc23)cc1,0.2,-1.0,1.0,-12,0.4,6.0*,-10,-6,-21,-1.2,-27
COc1cccc2sc3cc(NCC[C@@H]4CCCN4C)ccc3c(=O)c12,0.4,6.0,4.3,-229,-0.5,0.5,i,i,-7,0.0,i

# Source: PubChem
